Screening results deposited in PubChem BioAssay by several laboratories.
CIT2 TOR yeast: alters CIT2-GFP fluorescence in TOR pathway yeast screen; 0.065% of 320,000 active; S. cerevisiae CIT2-GFP strain, flow cytometry, 3 h; 100 means same as DMSO wells; GFP response vs DMSO, % at 10 µM; AID 2029;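 active = GFP response relative to DMSO above a set limit, near the screen mean plus 3 SD, cut at about 150% in these data; inconclusive = Fewer than 70 cells measured for a yeast strain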;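 also: ratio of well median GFP fluorescence to mean of DMSO wells on the plate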
Fam108B inh: counter-screen for RBBP9 inhibitors: inhibitors of mouse Fam108B. 0.33% of 300,000 active. inhibition, % at 9.51 µM. recombinant Fam108B, FP-Rh probe fluorescence polarization;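 active = inhibition above the screen mean inhibition plus 3 SD, computed separately per campaign, cut at about 18% in these data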;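 also: inhibitors lower polarization as less probe binds the enzyme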
VLA-4 inh: inhibition in a human VLA-4 binding assay; 0.2% of 330,000 active; inhibition, % (about 7 µM as worked out from the volumes in the protocol); AID 2557; VLA-4 expressing cells, ligand binding flow cytometry; P13612; in the data active = inhibition above about 50%
AGP1 TOR yeast: yeast TOR pathway AGP1-GFP modulation | S. cerevisiae AGP1-GFP multiplex flow cytometry, 3 h; GFP as percent of DMSO wells | GFP response vs DMSO, % at 10 µM | 0.02% of 320,000 active | AID 2066;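 active = GFP response relative to DMSO above a set limit, near screen average plus 3 SD, cut at about 150% in these data; inconclusive = fewer than 70 cells counted for the yeast strain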;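 also: median GFP channel fluorescence of the gated AGP1 strain per well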
GLD-1 RNA inh: GLD-1-TGE RNA interaction inhibition (C. elegans). purified GLD-1 + fluorescein TGE RNA, fluorescence polarization. inhibition, % at 5.96 µM. 0.44% of 320,000 active. AID 2280;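 active = percent inhibition above a per-plate cutoff, the plate mean of test compounds plus 3 SD, cut at about 30% in these data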;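 also: 0% = DMSO wells with GLD-1 and probe and 100% = wells lacking GLD-1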
Target sequence (Q17339 whole entry, looked up): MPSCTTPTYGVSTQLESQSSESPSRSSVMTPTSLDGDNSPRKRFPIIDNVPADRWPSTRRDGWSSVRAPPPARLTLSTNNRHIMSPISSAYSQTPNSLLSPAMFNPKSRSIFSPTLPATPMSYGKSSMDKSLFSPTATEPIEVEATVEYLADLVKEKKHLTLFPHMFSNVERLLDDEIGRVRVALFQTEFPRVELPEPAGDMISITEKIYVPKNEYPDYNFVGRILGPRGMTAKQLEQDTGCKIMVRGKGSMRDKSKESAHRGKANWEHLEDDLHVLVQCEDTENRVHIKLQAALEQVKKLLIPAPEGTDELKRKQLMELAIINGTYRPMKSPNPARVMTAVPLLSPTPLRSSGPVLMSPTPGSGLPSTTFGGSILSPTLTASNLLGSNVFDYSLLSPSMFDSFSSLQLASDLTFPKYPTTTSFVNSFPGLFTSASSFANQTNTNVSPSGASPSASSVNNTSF
BCLXL inh: blocks human Bcl-xL binding to Bim BH3 peptide; GST-Bcl-xL / FITC-Bim BH3 peptide fluorescence polarization; 0.7% of 320,000 active; AID 2129; Q07817; inhibition, % at 10.9 µM;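 active = inhibition above the mean of all tested compounds plus 3 SD, cutoff set per campaign, cut at about 30% in these data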;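 also: 0% = DMSO wells and 100% = unlabeled Bim-BH3 peptide competitor; inhibitors lower millipolarization by displacing the labeled peptide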
Target sequence (Q07817 whole entry, looked up): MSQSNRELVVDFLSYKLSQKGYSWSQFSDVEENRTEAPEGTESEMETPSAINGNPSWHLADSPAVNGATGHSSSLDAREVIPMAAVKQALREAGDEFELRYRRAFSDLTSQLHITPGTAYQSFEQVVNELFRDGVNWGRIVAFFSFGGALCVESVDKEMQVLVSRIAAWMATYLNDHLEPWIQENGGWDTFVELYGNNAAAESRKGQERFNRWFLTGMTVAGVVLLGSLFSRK
MCL1-BIM inh: disrupts human MCL1 binding to BIM-BH3 peptide | Q07820 | GST-MCL1 / FITC-Bim-BH3 fluorescence polarization | inhibition, % at 10.9 µM | 0.68% of 320,000 active | AID 2057;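 active = inhibition above the mean inhibition of all tested compounds plus 3 SD, set per campaign, cut at about 40% in these data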;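 also: 0% = DMSO wells and 100% = unlabeled Bim-BH3 peptide control; higher means more loss of mP so more displacement of Bim peptide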
Target sequence (Q07820 whole entry, looked up): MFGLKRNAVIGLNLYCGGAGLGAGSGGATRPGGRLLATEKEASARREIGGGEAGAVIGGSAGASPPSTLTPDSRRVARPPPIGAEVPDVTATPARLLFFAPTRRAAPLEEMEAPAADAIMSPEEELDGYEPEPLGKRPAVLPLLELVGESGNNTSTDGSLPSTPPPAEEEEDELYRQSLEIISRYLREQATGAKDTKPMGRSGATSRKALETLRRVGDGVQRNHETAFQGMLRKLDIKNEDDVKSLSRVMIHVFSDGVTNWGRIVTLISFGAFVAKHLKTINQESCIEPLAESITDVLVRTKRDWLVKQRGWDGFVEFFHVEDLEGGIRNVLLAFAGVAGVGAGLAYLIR
MEX-5 binding: C. elegans MEX-5 TCR-2 RNA binding activity; Q9XUB2; MEX-5/FITC-TCR2 RNA binding, fluorescence polarization; stronger effect = lower value; activity score (negative = inhibition of binding), % at 10 µM; 0.38% of 300,000 active; AID 1832;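 active = inhibition past about -25% in most replicates, and total fluorescence under double the plate's negative control median, limit read from the data; inconclusive = replicates evenly split on the limit, or fluorescence at least double controls; inactive = too little inhibition in most replicates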;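 also: 0% = DMSO and -100% = 5 µM competing unlabeled TCR2 RNA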
GRK2 inh: human GRK2 inhibition via aptamer displacement; inhibition of aptamer binding, % at 10 µM; bead flow cytometry, FAM-aptamer displacement from GRK2; 0.59% of 330,000 active;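 active = inhibition of aptamer binding above 40%, roughly 3 SD of noise, on plates passing a quality check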;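 also: median bead fluorescence of bound FAM aptamer so fluorescent compounds give negative values; no value below 0 was filed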
* hit, by the source's call; ? = inconclusive; . = no result given; [ ] = another dose, or the depositor's remark. Hits appear at their usual frequency, and some 2.2% of all compounds hit somewhere here.

SMILES	CIT2 TOR yeast	Fam108B inh	VLA-4 inh	AGP1 TOR yeast	GLD-1 RNA inh	BCLXL inh	MCL1-BIM inh	MEX-5 binding	GRK2 inh
Cc1ccccc1SCC(=O)NC1CCOC1=O (centres undefined)	106	4	2	113	-4	3	8	-1.1	0
O=C(CN1CCCCC1)NNC(=O)c1ccc([N+](=O)[O-])cc1	98	-1	5	100	5	-5	0	-8.5	2
CCCC(C)C(=O)Nc1ccc(C(N)=O)cc1 (centres undefined)	103	-6	27	100	2	3	2	0.8	0
COCCN(CC(=O)Nc1cccc(C)c1C)C(=O)C1(c2ccccc2)CC1	97	.	14	102	4	.	.	.	1
O=C(Nc1ccc(F)cc1)C(c1ccccc1)N1CCN(S(=O)(=O)c2ccccc2)CC1 (centres undefined)	98	-4	-6	98	1	0	-12	-2.0	1
COC(=O)C(NC=O)C(O)(Cc1ccccc1)C(F)(F)F (centres undefined)	105	3	6	101	0	7	2	.	1
Cc1cccc([C@@H]2[C@@H]3C(=O)N(Cc4ccccc4)C(=O)[C@@H]3[C@]3(Cc4ccccc4)C(=O)N(c4ccccc4)C(=O)N23)c1	72	-7	2	81	9	-5	-3	-1.3	1
CCCCc1ccc(S(=O)(=O)NNC(=S)NCc2ccco2)cc1	89	7	-6	121	10	4	10	5.7	0
C/C(=N\N=C(/N)SC1CC(=O)N(c2ccccc2)C1=O)c1cccs1 (centres undefined)	106	12	30	102	1	0	7	-1.9	0
COC(=O)c1ccc(OC(=O)C2CC(=O)N(c3cccc(C)c3)C2)cc1 (centres undefined)	101	-1	9	96	6	3	0	0.7	0
Nc1ccn(C2CC(O)C(CO)O2)c(=O)n1 (centres undefined)	96	-4	16	98	7	0	4	-1.0	0
COC(=O)C1(C)NC(c2ccco2)C2C(=O)N(c3ccc(C)cc3)C(=O)C21 (centres undefined)	103	1	5	107	5	10	0	2.0	8
Cc1ccccc1C(=O)NNC(=O)C1CCN(C(=O)Nc2ccccc2)CC1	108	3	3	107	9	0	-3	1.3	6
O=C(Nc1ccc(N2CCCCC2)cc1)c1ccc2c(c1)OCCO2	110	3	0	115	2	3	6	1.0	1
Cc1sc2nc(SCC(=O)NCCO)n(C)c(=O)c2c1C	100	-2	9	99	6	7	6	2.2	1
NC(CCCCCP(=O)(c1ccccc1)c1ccccc1)C(=O)O (centres undefined)	97	0	-2	98	6	9	5	-2.4	87*
CCc1ccc(C2c3[nH]c4ccccc4c3CCN2C(=O)c2ccc(=O)n(C)n2)cc1 (centres undefined)	93	3	0	94	0	-1	-5	-2.2	3
CC1CCN(C(=O)C2CCN(S(=O)(=O)c3cnc[nH]3)CC2)CC1	90	1	5	102	0	5	0	-0.5	2
Cc1c(C(=O)Nc2ccccc2)cn2c(nc3ccccc32)c1C#N	95	-4	2	97	1	0	-2	-1.2	0
Cc1cc(C)nc(Nc2ccc(N3CCOCC3)cc2)n1	100	1	32	106	-9	-1	-1	-1.5	5

A different layout for some results above.
Second line of a record – CIT2 TOR yeast | Fam108B inh | VLA-4 inh | AGP1 TOR yeast | GLD-1 RNA inh | BCLXL inh | MCL1-BIM inh | MEX-5 binding | GRK2 inh
C/C(=N\N=C(/N)SC1CC(=O)N(c2ccccc2)C1=O)c1cccs1 (centres undefined)
  106 | 12 | 30 | 102 | 1 | 0 | 7 | -1.9 | 0
COC(=O)c1ccc(OC(=O)C2CC(=O)N(c3cccc(C)c3)C2)cc1 (centres undefined)
  101 | -1 | 9 | 96 | 6 | 3 | 0 | 0.7 | 0
Nc1ccn(C2CC(O)C(CO)O2)c(=O)n1 (centres undefined)
  96 | -4 | 16 | 98 | 7 | 0 | 4 | -1.0 | 0

More records
SMILES	CIT2 TOR yeast	Fam108B inh	VLA-4 inh	AGP1 TOR yeast	GLD-1 RNA inh	BCLXL inh	MCL1-BIM inh	MEX-5 binding	GRK2 inh
O=C(N/N=C/c1cc(Br)ccc1OC(=O)c1ccc(Br)cc1)c1ccncc1	97	-3	9	101	2	-6	0	-1.0	0
O=C(Nc1ccccc1C(=O)O)c1cc(S(=O)(=O)N2CCOCC2)cs1	104	1	-1	101	-1	9	0	2.3	2
COc1ccc(N(CC(=O)N/N=C(\C)CCc2ccccc2)S(=O)(=O)c2ccc(C)cc2)cc1	99	-6	5	122	-3	1	7	1.2	0
CC1CCCN(CCC(=O)Nc2ccc3c(c2)CCC3)C1 (centres undefined)	97	-4	0	98	3	10	15	-1.5	0
NC(=O)CN1C(=O)C(=O)N(Cc2ccccc2)C1=O	103	2	42	101	-1	0	-1	0.5	1
CN1C(=O)c2ccc(C(=O)NCc3ccccn3)cc2C1=O	109	6	2	105	0	3	5	6.5	1
Cc1ccc(C(=O)NC2CCN(CC(=O)Nc3cccc([N+](=O)[O-])c3)CC2)cc1	104	-2	1	101	4	1	5	.	0
O=C(CC1Oc2ccccc2NC1=O)NC1CC1 (centres undefined)	93	-2	-2	95	4	3	9	-2.7	1
CC(Oc1ccccc1)C(=O)Nc1cccc(F)c1 (centres undefined)	103	1	14	99	0	6	0	0.5	4
CCOC(=O)c1cn2nc(Oc3ccc(C(=O)OC)cc3)ccc2n1	106	10	-18	102	2	6	2	3.4	2
CC(=O)NC(=S)Nc1cccc([N+](=O)[O-])c1	97	-3	12	95	6	5	4	2.8	1
O=C(c1ccccc1)N1N=C(c2ccccc2)CC1c1ccccc1O (centres undefined)	94	-1	-2	99	7	8	2	2.3	3
CCOC(=O)c1c(C)[nH]c(C(=O)COC(=O)Cn2cc(C(F)(F)F)ccc2=O)c1C	87	.	12	99	1	2	1	.	3
Nc1nonc1-n1nnc(C(=O)c2ccccc2)c1-c1ccccc1	100	5	2	108	0	3	-5	0.5	0
O=C(NCCc1ccc(C(F)(F)F)cc1)c1ccc(Cl)nc1	99	1	7	92	1	2	-3	2.2	4
CC1(C)NC(C)(C)c2nonc2/C1=N\O	105	-1	-14	101	0	2	-2	0.0	0
CN1CCN(c2ccc(-c3cccc(NC(=O)COc4ccccc4)c3)nn2)CC1	96	0	1	114	4	1	4	3.2	0
CCOC(=O)c1nnn2c1nc(N(CC)CC)c1ccccc12	99	4	-5	102	2	3	3	-0.4	0
CC(=O)Nc1ccc(C2NC(=S)N(c3ccccc3C(F)(F)F)C(C)=C2C(=O)N2CCOCC2)cc1 (centres undefined)	104	3	18	93	-5	9	5	-2.4	1
Cc1cc(/C=N/NC(=O)c2nn(C)cc2Cl)c(C)n1-c1cccc(Br)c1	100	5	14	96	-1	2	-1	-0.6	7
O=C(N/N=C/C(Br)=C/c1ccccc1)C(O)c1ccccc1 (centres undefined)	?	-5	-9	27[may fluoresce violet]	-2	9	9	0.9	0
CSC1=C(C#N)C(c2ccccc2Cl)C(C(C)=O)=C(C)N1 (centres undefined)	101	5	7	100	1	9	-1	0.5	0
[N-]=[N+]=NCCN1CCN(Cc2ccccc2)CCC1=O	67	2	-4	77	-1	7	9	2.5	3
COc1ccc(C2(C(=O)NCc3ccccc3Cl)CCOCC2)cc1OC	108	-1	1	106	2	12	5	1.4	0
CC1CCN(C(=O)COc2ccc(S(=O)(=O)N3CCOCC3)cc2)CC1	90	-5	-23	95	3	-7	-17	0.4	8
CC(C)NC(=O)C1CCCN(S(=O)(=O)c2ccc(-n3cnnn3)cc2)C1 (centres undefined)	98	3	12	100	8	2	5	-1.0	3
COc1ccc(CN2CCC(Cc3ccccc3)CC2)c(C)c1C	106	.	-1	106	.	.	.	-3.8	0
Cc1c(C(=S)Nc2ccccc2)cnn1-c1ccccc1	79	0	14	95	5	10	12	0.0	0
COc1ccc(NC(=O)c2ccc(C)cc2)c(OC)c1	89	-1	8	90	-1	-1	-1	2.8	3
CC(=O)Nc1ncc(N=Nc2cccc(C(F)(F)F)c2)s1	109	0	4	106	5	8	13	-0.3	2
CN(c1ccc(OCC(=O)OCC(=O)Nc2ccc(F)cc2)cc1)S(=O)(=O)c1ccc(Cl)cc1	101	1	2	108	7	-1	-6	-0.2	3
CC(=O)c1cccc(N2C(=NC(=O)C3CCCCC3)SC3CS(=O)(=O)CC32)c1 (centres undefined)	98	-5	-4	97	6	2	0	1.1	0
CC(C)N(Cc1nc(-c2ccccc2)no1)C(=O)Cc1ccccc1	96	0	42	98	-1	1	-2	1.0	0
CCCCSCCCNC(=O)CS(=O)Cc1nc(-c2cccc(C)c2)oc1C (centres undefined)	111	-1	10	112	4	45*	4	-0.3	4
CC(C)Oc1ccc(C(=O)OCC(=O)NC2CCCCCC2)cc1	95	.	12	101	10	2	2	.	1
O=C1NN(c2ccccc2)C(=O)/C1=C/c1cccs1	105	2	41	104	3	4	16	-1.6	2
O=C(Nc1ccc2c(c1)OCCO2)c1cc2ccccc2o1	90	1	1	89	-5	1	-5	1.0	5
COc1ccc(CNC(=O)CSc2nnc(Cn3nnc4ccccc43)n2C)cc1	99	-2	-2	103	0	0	2	-4.8	1
Cc1ccccc1-n1c(Cn2c(=O)sc3ccccc32)nnc1SCC(=O)NCC1CCCO1 (centres undefined)	100	1	-10	103	2	-8	-13	.	1
CCCCn1c(N)c(N(CCOC)C(=O)c2ccc(OCc3c(C)noc3C)cc2)c(=O)[nH]c1=O	89	.	4	103	1	4	-3	.	0
CCN(CC)S(=O)(=O)c1ccc(NC(=O)c2cnc(C)cn2)cc1	99	2	0	96	6	-3	-3	1.6	0
O=C1CCCC(=O)N1c1ccc(O)cc1	101	-5	-5	102	-3	5	3	-0.2	0
CC(=O)Oc1ccc(C(=O)Nc2cc(NC(=O)c3ccc(OC(C)=O)cc3)cc(C(=O)NC(C)(C)C)c2)cc1	102	-28	-9	102	-1	8	5	4.1	4
COC(=O)C(Cc1ccccc1)NC(=O)CSc1nc(N)cc(=O)[nH]1 (centres undefined)	98	-3	-3	99	1	2	-5	1.4	0
Cc1cc(C)cc(N2CC(C(=O)O)CC2=O)c1 (centres undefined)	103	1	6	101	1	7	10	0.9	0
Cc1ccc(C(=O)N2CCCC(CCC(=O)N3CCN(c4ccccn4)CC3)C2)cc1C (centres undefined)	96	-3	13	94	-8	-8	-14	.	3
COCC1CCCCN1C(=O)c1ccc(OC2CCN(Cc3ccccn3)CC2)cc1 (centres undefined)	103	1	7	103	7	1	0	-3.4	0
Cc1ncc(CO)c2cc(C(N)=O)c(=Nc3ccccc3)oc12	109	0	-23	112	1	3	15	-4.7	1
Cc1ccc(C)c(Cn2c(CO)nc3ccccc32)c1	100	-1	4	104	13	5	3	0.4	0
COc1ccc(-c2cc(-c3ccccc3)nc(SCC(=O)Nc3nccs3)c2C#N)cc1	95	-22	2	104	-2	-4	-4	-5.5	0
CCOC(=O)c1c(NC(=O)C2C3C=CC(C3)C2C(=O)O)sc2c1CC(C)CC2 (centres undefined)	94	3	4	99	-6	7	4	0.5	5
Cn1nnnc1SCC(=O)Nc1ccccc1Cc1ccccc1	95	-3	12	100	-8	-5	-8	1.0	1
Cc1ccc(-c2csc(NC(=O)N3CCOCC3)n2)cc1	101	1	11	95	0	7	3	-0.3	3
N/C(=N\OC(=O)c1ccc(Br)o1)c1ccccn1	112	1	9	91	7	1	-1	-0.7	0
CC12CCC(=O)N1C(C(=O)NNC(=O)COc1ccccc1F)CS2 (centres undefined)	97	.	10	98	1	7	3	.	0
Cc1ccc(-n2c(C)cc(C(=O)COC(=O)C3=NNC(=O)CC3)c2C)cc1	108	-2	-2	106	9	1	2	0.0	0
